SV40 large T antigen: SV40 large T antigen inhibitors, biochemical (AID 1903); SV40 large T antigen ATPase/helicase inhibition assay; higher % means a stronger effect; 310,000 tested, 0.39% active; inhibition, % at 20 µM; hits with a dose series show IC50 in µM; in the data active = a potency from the dose series; inconclusive = inhibition mostly from about 32% at the one dose, without a potency; inactive = the rest, 99 in 100 with inhibition below about 32%; note: strong numbers were not always called active
Rac1 GTP hydrolysis: MgcRacGAP GTPase-activating activity inhibitors, confirmation, biochemical, ADP Hunter fluorescence | MgcRacGAP-stimulated Rac1 GTP hydrolysis, ADP Hunter fluorescence; higher % means a stronger effect; GST-tagged Rac1 F28L mutant substrate | inhibition, % at 30 µM; hits with a dose series show IC50 in µM | 340,000 tested, 0.6% active;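 active = first-screen hits whose inhibition reached a set limit at any dose in the follow-up dose series; inconclusive = inhibition above the set first-screen limit but never retested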;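 note: fluorescence reports GDP produced by GAP-driven GTP hydrolysis; strong numbers were not always called active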
GPR55 LPI antagonism: inhibition of LPI-stimulated GPR55 beta-arrestin translocation – imaging, U2OS, beta-arrestin-GFP, LPI agonist, primary screen (AID 2013) | U2OS GPR55 beta-arrestin-GFP translocation imaging, LPI antagonism; higher % means a stronger effect | inhibition, % at 10 µM; hits with a dose series show IC50 in µM | 290,000 tested, 0.13% active;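 active = spots per cell inhibited over 60%, with over 100 cells counted and total cytoplasm intensity under 500,000; inconclusive = wells with under 100 cells, flagged as likely toxic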;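 note: U2OS cells stably carrying GPR55 and arrestin-GFP stimulated by 5 µM LPI near EC80; imaged beta-arrestin-GFP aggregate spots per cell after agonist stimulation; plate controls were LPI-stimulated DMSO wells for no effect and DMSO wells without LPI for full effect; some results filed as inactive read as strong as hits; confirmed hits need IC50 under 10 µM and bright autofluorescent wells are also inconclusive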
Salmonella PhoP GFP: PhoP-dependent GFP reporter repression – Salmonella Typhimurium, primary screen (AID 1863) | S. Typhimurium PhoP-regulated promoter GFP reporter, 4 h; higher % means a stronger effect | inhibition, % at 50 µM; hits with a dose series show IC50 in µM | 300,000 tested, 0.16% active;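 active = inhibition over 29.93%, a cutoff 3 SD above the screen mean, later confirmed by dose response; inconclusive = inhibition over 29.93% but no dose response follow-up; inactive = inhibition at most 29.93% or unconfirmed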;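 note: 0% = low Mg2+ inducing control and 100% = high Mg2+ repressing control; strong numbers were not always called active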
GPR35 antagonists: inhibition of zaprinast-stimulated GPR35 beta-arrestin translocation – imaging, U2OS, beta-arrestin-GFP, zaprinast agonist, primary screen (AID 2058). U2OS GPR35 beta-arrestin-GFP translocation imaging, zaprinast antagonism; higher % means a stronger effect. inhibition, % at 10 µM; hits with a dose series show IC50 in µM. 290,000 tested, 0.052% active;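 active = inhibition of at least 50% with at least 30 cells and total cytoplasm GFP at most 10,000,000; inconclusive = under 30 cells or total GFP of 10,000,000 plus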
K1F lysis inhibition: inhibition of K1F phage lysis, E. coli UTI89, bacterial capsule biogenesis inhibitors, alamar blue (AID 488966). E. coli UTI89 K1F phage lysis, alamar blue, 2 h; higher % means a stronger effect. inhibition, % at 100 µM; hits with a dose series show IC50 in µM. 340,000 tested, 0.02% active;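 active = phage lysis inhibition, versus mean bacterial control, above a set limit; inconclusive = no clear call, values can overlap the other calls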;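 note: capsule biogenesis inhibitors block K1F phage lysis so surviving cells raise fluorescence; higher fluorescence means more inhibition of phage lysis; actives were called in the ten point dose series up to 300 µM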
NS5 inhibitors: Dengue-2 NS5 methyltransferase inhibitors, primary screen, biochemical, confirmation dose response (AID 588689). Dengue-2 NS5 methyltransferase capping enzyme assay, biochemical; higher % means a stronger effect. inhibition, % at 25 µM, or IC50 in µM where a hit was titrated. 340,000 tested, 0.3% active; in the data active = a potency from the dose series; inconclusive = inhibition above about 29% without an active follow-up result
RSV antiviral HEp-2: RSV antiviral activity via CPE protection, HEp-2 cells, primary 10 µM value included (AID 2391). HEp-2 cells, RSV-induced CPE inhibition; higher % means a stronger effect. CPE inhibition, % at 10 µM; hits with a dose series show IC50 in µM. 310,000 tested, 0.13% active; in the data active = a potency from the dose series; inconclusive = CPE inhibition mostly from about 23% at the one dose, without a potency; inactive = the rest, 99 in 100 with CPE inhibition below about 21%; note: strong numbers were not always called active
HIV fusion peptide: cell-free HIV fusion peptide-binding blockers – biochemical, uHTS, fluorescence dequenching, primary screen (AID 1986); inhibition, % at 20 µM, or IC50 in µM where a hit was titrated; 290,000 tested, 0.3% active; cell-free peptide binding, fluorescence dequenching, 30 min; higher % means a stronger effect; in the data active = inhibition mostly above about 52%, no sharp cut-off; inactive = mostly below about 76%; note: some results filed as inactive read as strong as hits
NS5 inhibitors pilot replicate: also measured in NS5 inhibitors; calls as there; inhibition, %; measured here: pilot screen replicate inhibition
* = called active by the depositor; ? = inconclusive; · = no result given. Only part of the results is shown. The share of hits here may be higher or lower than overall.

SMILES	SV40 large T antigen	Rac1 GTP hydrolysis	GPR55 LPI antagonism	Salmonella PhoP GFP	GPR35 antagonists	K1F lysis inhibition	NS5 inhibitors	RSV antiviral HEp-2	HIV fusion peptide	others
Cc1csc(NC(=O)C(Cl)c2ccccc2)n1 (centres undefined) (tested in a mixture with another compound)	15%	·	·	·	·	·	·	·	·
CN1CCN2c3ccc(N)cc3CC3(C(=O)NC(=O)NC3=O)C2C1 (centres undefined)	·	·	9%	·	6%	·	·	·	-1.5%
CCN1C[C@@]2(COC)C3[C@@H](OC)[C@H]4[C@@H]1[C@@]3(C1C[C@H]3[C@H](OC(C)=O)C1[C@]4(OC(C)=O)C[C@H]3OC)[C@@H](OC)C[C@H]2OC(C)=O (some centres undefined)	18%	·	·	-2%	·	·	·	2.5%	·
O=[N+]([O-])c1ccccc1-c1cc(-c2ccccc2)cc(-c2ccccc2)[n+]1Cc1ccccc1Cl	9%	·	·	12%	·	·	·	0.3%	·
N[C@@H]1CCCC[C@H]1N.O=C(O)C(=O)O.[Pt]	14%	·	·	6%	·	·	·	0.9%	·
c1ccc([C@@H]2CO2)cc1	23%	·	·	8%	·	·	·	-0.8%	·
Fc1ccc(C[n+]2c(-c3ccccc3)cc(-c3ccccc3)cc2-c2ccccc2)cc1	10%	·	·	5%	·	·	·	2.8%	·
S=C(NCCc1ccccc1)N1Cc2ccccc2-n2nncc2C1	·	9%	·	·	·	·	0%	·	·
c1ccc(N2[C@@H]3CC[C@H]2c2ccccc2C3)cc1	·	7%	·	·	·	·	3%	·	·
Cc1ccc2c(c1)Oc1ccccc1N=C2	·	6%	·	·	·	·	0%	·	·
c1ccc2c(c1)CN(Cc1ccc3c(c1)OCO3)Cc1cnnn1-2	·	4%	·	·	·	·	-2%	·	·
O=C1C(Br)C2CCC1C2C(=O)O (centres undefined)	·	4%	·	·	·	·	-6%	·	·
C[C@@H]1CN([C@H](C)CO)C(=O)CCCn2nncc2CO[C@H]1CN(C)C(=O)Oc1cccc2ccccc12	·	16%	·	·	·	·	-7%	·	·
CCOC(=O)C1(c2ccccc2)CCN(CCC(=O)Nc2ccc(OC)cc2)CC1	·	7%	·	·	·	·	3%	·	·
C[C@]1(O)CCC2C3CC[C@H]4C[C@@H](OC(=O)[C@@H](N)CCCCN)CC[C@]4(C)C3CC[C@@]21C (some centres undefined)	·	19%	·	·	·	·	1%	·	·
C#C[C@]1(O)CC[C@H]2[C@@H]3[C@H](O)C[C@H]4C[C@@H](O)CC[C@]4(C)[C@H]3CC[C@@]21C	·	12%	·	·	·	·	3%	·	·
CNC(=O)Oc1c(C)[nH]ccc1=O	·	12%	·	·	·	·	2%	·	·
O=C1C=C(N2CC2)c2ccccc2C1=O	·	6%	·	·	·	·	30µM*	·	·
CN1C(=O)CN=C(c2ccc[nH]2)c2cc(Cl)ccc21 (tested in a mixture with another compound)	·	11%	·	·	·	·	9%	·	·
C[C@@H]1CN([C@@H](C)CO)C(=O)CCCn2cc(nn2)CO[C@H]1CN(C)C(=O)Oc1cccc2ccccc12	·	14%	·	·	·	·	0%	·	·
O=[N+]([O-])c1ccc(N(CCO)CCO)c2c1no[n+]2[O-]	·	16%	·	·	·	·	?	·	·
O=C(C1CCCCC1)N1Cc2ccccc2-n2nncc2C1	·	8%	·	·	·	·	-9%	·	·
Cc1ccc(OC(=O)N(C)C[C@H]2OCc3cnnn3CCCC(=O)N([C@@H](C)CO)C[C@H]2C)cc1	·	-6%	·	·	·	·	-2%	·	·
CC1(C)CC(=O)CC(C)(C)N1O	·	3%	·	·	·	·	1%	·	·
C[C@@H]1CN([C@H](C)CO)C(=O)CCCn2nncc2CO[C@@H]1CN(C)C(=O)Oc1cccc2ccccc12	·	15%	·	·	·	·	-1%	·	·
O=C(NCC1=C(c2ccc3ccccc3c2)C[C@@H]2CC[C@H]1N2Cc1ccco1)c1ccc([N+](=O)[O-])cc1	·	10%	·	·	·	·	-2%	·	·
O=C1NC(=S)NC(=O)C1c1ccccc1	·	7%	·	·	·	2.2%	2%	·	·
COC12CCC3(CC1C(C)(O)C(C)(C)C)[C@H]1Cc4ccc(OC5OC(C(=O)O)[C@@H](O)C(O)[C@H]5O)c5c4[C@@]3(CCN1CC1CC1)C2O5 (some centres undefined)	·	-1%	·	·	·	1.8%	-16%	·	·
O=C1C(=O)N(c2ccccc2)P(=O)(N(CCCl)CCCl)N1c1ccccc1	·	15%	·	·	·	-1.0%	-1%	·	·
CCN1CCN(C(=O)COc2ccc3oc4c(c3c2)CCCC4)CC1	·	10%	·	·	·	1.6%	2%	·	·
CN1C2CCC1CC(OC(=O)c1cccc(O)c1)C2 (centres undefined)	·	2%	·	·	·	2.2%	-2%	·	·
COc1ccc(CN2Cc3cnnn3-c3ccccc3C2c2ccccc2)cc1 (centres undefined)	·	-1%	·	·	·	1.2%	-8%	·	·	NS5 inhibitors pilot replicate=-5.5
NP(=O)(Oc1ccccc1)Oc1ccccc1	·	3%	·	·	·	1.2%	12%	·	·
CC(C)CNC(=O)/C=C/C=C/CCCCCC/C=C/c1ccc2c(c1)OCO2	·	-3%	·	·	·	7.5%	-5%	·	·
O=[N+]([O-])c1ccc(C(c2ccc([N+](=O)[O-])cc2)c2ccc([N+](=O)[O-])cc2)cc1	·	4%	·	·	·	-1.4%	-9%	·	·
CC[n+]1c(-c2ccccc2)c2cc(N)ccc2c2ccc(N)cc21	·	25%	·	·	·	-1.3%	?	·	·
Oc1ccc(CCN2CCCCC2)cc1	·	13%	·	·	·	-4.0%	-4%	·	·
c1cc(OCCN2CC2)ccn1	·	8%	·	·	·	2.2%	-4%	·	·
CN(C)CC(C(=O)Cc1ccccc1)c1ccccc1 (centres undefined)	·	5%	·	·	·	-2.0%	-13%	·	·
CN1CCCC1c1ccc(=O)[nH]c1 (centres undefined)	·	0%	·	·	·	1.7%	5%	·	·
COc1cc2c(cc1OC)C13CCN4C=C5CCOC6CC(=O)N2C1C6C5CC43 (centres undefined)	·	0%	·	·	·	1.6%	8%	·	·
NC1(C(=O)O)CCCc2ccc(N(CCCl)CCCl)cc21 (centres undefined)	·	0%	·	·	·	5.3%	6%	·	·
CCOC(=O)C1(c2ccccc2)CCN(CCc2ccc(NC(=O)CCC(=O)O)cc2)CC1	·	12%	·	·	·	-2.9%	-5%	·	·
O=C1NC(=O)C(Cc2ccccc2)C(=O)N1	·	-5%	·	·	·	-4.7%	2%	·	·
Cc1ccc(NC(=O)N2CC2)cc1NC(=O)N1CC1	·	30%	·	·	·	4.3%	2%	·	·
CC1CC=CCC12C(=O)NC(=S)NC2=O (centres undefined)	·	-5%	·	·	·	-2.9%	-6%	·	·
O=C(CCN1CC1)OCCOC(=O)CCN1CC1	·	6%	·	·	·	0.4%	3%	·	·
c1ccc(C(c2ccccc2)c2cccnc2)cc1	·	5%	·	·	·	1.0%	3%	·	·
O=C1CC=C2C3CC4N(CCC45c4cc(O)c(O)cc4N1C25)CC3=CCBr (centres undefined)	·	18%	·	·	·	0.3%	31µM*	·	·
Cn1cccc1C1CCCN1CC(=O)Nc1ccc(C#N)c(Cl)c1 (centres undefined)	·	-2%	·	·	·	1.9%	-4%	·	·
(listing goes on)
SMILES	SV40 large T antigen	Rac1 GTP hydrolysis	GPR55 LPI antagonism	Salmonella PhoP GFP	GPR35 antagonists	K1F lysis inhibition	NS5 inhibitors	RSV antiviral HEp-2	HIV fusion peptide	others
N#Cc1ccc(C(=O)N2Cc3cnnn3-c3ccccc3C2C#N)cc1 (centres undefined)	·	6%	·	·	·	0.3%	-3%	·	·	NS5 inhibitors pilot replicate=-4.9
C(=NC1CCCCC1)c1c[nH]c2ccccc12	·	-6%	·	·	·	-0.8%	-1%	·	·
CC12Cc3cn[nH]c3C=C1CCC1C2CCC2(C)C1CCC2(C)O (centres undefined)	·	0%	·	·	·	1.3%	1%	·	·
CC1([N+](=O)[O-])COP(=O)(NC2CCCC2)OC1 (centres undefined)	·	1%	·	·	·	0.2%	-10%	·	·
CC1CC(C)(O)CC(C(O)CC2CC(=O)NC(=O)C2)C1=O (centres undefined)	·	2%	·	·	·	2.2%	-6%	·	·
c1ccc(CCN2CCCCC2)nc1	·	-1%	·	·	·	0.3%	4%	·	·
O=C1NC(=O)C(=CCc2ccccc2)C(=O)N1	·	17%	·	·	·	1.3%	4%	·	·
c1cc2c(cc1N1CCCCC1)C1CC2CCN1 (centres undefined)	·	6%	·	·	·	0.2%	-7%	·	·	NS5 inhibitors pilot replicate=-3.1
CC1CCCN1CCC(C(N)=O)(c1ccccc1)c1ccccc1 (centres undefined)	·	-7%	·	·	·	-1.5%	-14%	·	·
O=c1[nH]cnc2nc(-c3ccc(N(CCCl)CCCl)cc3)[nH]c12	·	11%	·	·	·	-2.1%	7%	·	·
CC1CN1P(=O)(Oc1ccccc1)N1CC1C (centres undefined)	·	3%	·	·	·	-1.4%	-1%	·	·
CC(=O)N1Cc2cnnn2-c2ccccc2C1(C)C#N (centres undefined)	·	8%	·	·	·	0.2%	1%	·	·	NS5 inhibitors pilot replicate=2.7
COC1C(C)OC(OC2CC(C)(O)Cc3cc4c(c(O)c32)C(=O)c2c(O)cc3c(c2C4=O)OC2OC3(C)C(O)C(N(C)C)C2O)C(OC)C1(C)OC (centres undefined)	·	-3%	·	·	·	1.5%	?	·	·
COc1cc([C@H]2OC[C@H]3[C@@H]2CO[C@@H]3c2cc(OC)c(O[C@@H]3O[C@H](CO)[C@@H](O)[C@H](O)[C@H]3O)c(OC)c2)cc(OC)c1O[C@H]1O[C@@H](CO)[C@H](O)[C@@H](O)[C@@H]1O	·	9%	·	·	·	2.0%	-10%	·	·
COC(=O)C1C2c3ccccc3C(c3ccccc32)C1(C)C(=O)OC (centres undefined)	·	-1%	·	·	·	-0.7%	-2%	·	·
C#C[C@]1(O)CCC2C3CC=C4C[C@H](O)CC[C@]4(C)C3CC[C@@]21C (some centres undefined)	·	-1%	·	·	·	0.1%	-2%	·	·
COC(=O)C1=C(c2ccc(OCc3ccccc3)cc2)C[C@@H]2CC[C@H]1N2C(=O)NCCN1CCOCC1	·	1%	·	·	·	-1.2%	3%	·	·

Screens deposited in PubChem by several laboratories.
